PP5 inh: PP5 phosphatase inhibitors, primary screen, biochemical, fluorescence | Serine/threonine-protein phosphatase 5 (Homo sapiens), P53041 | purified PP5c, OMFP substrate fluorescence | 320,000 tested, 0.18% active | inhibition, % at 6.7 µM;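 active means inhibition above the campaign's mean inhibition across all tested compounds plus 3 SD, cut at about 9.5% in these data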;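 further: 0% = DMSO only and 100% = 100 µM cantharidin control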
JMJD2C inh: inhibitors of GASC-1 histone demethylase, primary screen, biochemical, fluorescence, DELFIA europium; Lysine-specific demethylase 4C (Homo sapiens), Q9H3R0; GST-JMJD2C(1-420) H3K9me3 demethylation; inhibition, % at 2.35 µM; 330,000 tested, 0.069% active;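 active means more than half of a compound's replicate wells show inhibition beyond 50%, single wells judged on their own value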;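 further: signal counts dimethyl H3K9 product captured on neutravidin plate; 0% = median of DMSO wells and 100% = 0.3 times that DMSO median; strong numbers were not always called active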
Target sequence (Q9H3R0 1-420 limits assumed): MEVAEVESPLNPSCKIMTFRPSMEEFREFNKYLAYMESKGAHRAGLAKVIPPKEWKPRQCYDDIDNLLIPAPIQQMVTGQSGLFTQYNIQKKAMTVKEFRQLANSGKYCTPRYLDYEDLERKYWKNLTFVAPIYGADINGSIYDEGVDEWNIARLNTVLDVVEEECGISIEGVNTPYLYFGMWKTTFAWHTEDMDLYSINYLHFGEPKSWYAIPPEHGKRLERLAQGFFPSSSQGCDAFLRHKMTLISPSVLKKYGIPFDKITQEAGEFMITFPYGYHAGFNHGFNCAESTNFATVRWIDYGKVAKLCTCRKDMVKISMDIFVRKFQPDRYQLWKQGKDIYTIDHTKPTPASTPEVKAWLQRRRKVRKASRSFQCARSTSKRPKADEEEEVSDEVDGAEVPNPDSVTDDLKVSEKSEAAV
PP1 counter: PP1-alpha phosphatase inhibitors, primary screen, counter-screen for PP5 inhibitor project, biochemical, fluorescence, OMFP substrate, single point. Serine/threonine-protein phosphatase PP1-alpha catalytic subunit (Homo sapiens), P62136. purified PP1alpha. inhibition, % at 6.7 µM. 320,000 tested, 0.9% active. AID 2235, 2010;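 active means inhibition above the mean inhibition of all tested compounds plus 3 SD, computed separately for each screening campaign, cut at about 15% in these data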
Target sequence (P62136 whole entry, looked up): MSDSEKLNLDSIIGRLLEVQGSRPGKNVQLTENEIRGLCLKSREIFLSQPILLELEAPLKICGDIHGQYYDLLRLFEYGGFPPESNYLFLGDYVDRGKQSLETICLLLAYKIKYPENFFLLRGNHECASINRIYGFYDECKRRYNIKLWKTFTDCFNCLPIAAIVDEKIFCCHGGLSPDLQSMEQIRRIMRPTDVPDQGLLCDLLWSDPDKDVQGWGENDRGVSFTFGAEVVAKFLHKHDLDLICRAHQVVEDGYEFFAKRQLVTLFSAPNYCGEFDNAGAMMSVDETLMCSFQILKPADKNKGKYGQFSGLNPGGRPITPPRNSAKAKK
Fh CTSL1 inh: Fasciola hepatica cathepsin L1 inhibitors, primary screen, counter-screen for PFM18AAP inhibitor project, biochemical, QFRET, fluorogenic peptide substrate; recombinant F. hepatica cathepsin L1, Z-Leu-Arg-MCA fluorescence; 300,000 tested, 0.49% active; inhibition, % at 5.96 µM;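 active means inhibition above the mean of all tested compounds plus 3 SD, set per screening campaign, cut at about 17% in these data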;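 further: 0% = plate median of test compound wells and 100% = 1 µM Z-Phe-Ala-diazomethylketone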
TPT1 inh: Candida albicans TPT1 enzyme inhibitors, primary screen, biochemical, fluorescence polarization | tRNA 2'-phosphotransferase TPT1 (Candida albicans SC5314) | recombinant caTPT1, FP RNA substrate dephosphorylation | inhibition, % at 5 µM | 300,000 tested, 0.81% active | AID 1962, 2009;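 active means inhibition above the mean of all tested compounds plus 3 SD, set per screening campaign, cut at about 24% in these data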;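 further: plate controls were DMSO alone for no effect and ferristatin control at 100 nM for full effect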
ZTA DNA inh: blocks Epstein-Barr virus ZTA, an EBNA-1 counter-screen. P03206. ZTA-DNA binding, fluorescence polarization. inhibition, % at 11 µM. 320,000 tested, 0.15% active; in the data active means inhibition above about 33%
Target sequence (P03206 whole entry, looked up): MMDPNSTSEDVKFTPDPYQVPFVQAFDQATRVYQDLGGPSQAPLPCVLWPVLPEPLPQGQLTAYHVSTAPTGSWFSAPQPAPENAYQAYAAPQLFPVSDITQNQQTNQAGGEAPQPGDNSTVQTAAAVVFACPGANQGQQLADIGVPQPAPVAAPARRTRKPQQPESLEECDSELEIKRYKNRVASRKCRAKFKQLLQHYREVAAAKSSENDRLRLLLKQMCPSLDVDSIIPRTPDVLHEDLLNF
EBNA-1 inhibitor: EBNA-1 DNA-binding inhibitors, primary screen, biochemical, fluorescence polarization | inhibition, % at 14.8 µM | 300,000 tested, 0.34% active | AID 1950, 2009; in the data active means inhibition above about 28%
HCV core dimer: inhibitors of HCV core protein dimerization, primary screen, biochemical, TR-FRET, high-throughput; 300,000 tested, 0.33% active; AID 1899, 2009; inhibition, % at 5 µM; TR-FRET GST/Flag-core106 dimerization, 1536-well;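 active means inhibition above the mean of all tested compounds plus 3 SD, set per screening campaign, cut at about 45% in these data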
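Assay system: tagged HCV core106 pair (GST and Flag); medium: KF-containing HEPES buffer, pH 7.45, DTT, CHAPS, BSA; also added: Eu donor and XL665 acceptor anti-tag antibodies; dosing: 5 µM single dose; timing: compound-protein-antibody incubation 4 h at 22.5 °C; signal: TR-FRET 671 and 617 nm emission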
Yeast superoxide: reduction of superoxide in aged yeast, primary screen, HTS. S. cerevisiae aged cells, superoxide DHE fluorescence; stronger effect = lower value. 330,000 tested, 0.18% active. superoxide response (% of plate mean), % at 10 µM;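 active means superoxide response under a set limit, about three screen SD below normal, cut at about 65% in these data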;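 further: yeast aged for seven days with compound at 30 °C before DHE staining; 100% = average MFI of all compound-treated wells on the plate with controls excluded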
Numbers without * were called inactive.

How did CSc1ccc(S(=O)(=O)Nc2ccc3c(c2)OCCO3)cc1 do in these assays?
PP5 inh: -0.6; JMJD2C inh: 15; PP1 counter: -1; Fh CTSL1 inh: 2; TPT1 inh: -1; ZTA DNA inh: 4; EBNA-1 inhibitor: 0; HCV core dimer: -6; Yeast superoxide: 104

What do the screens show for `CCOC(=O)c1cc(-c2ccccc2)n(CCC(=O)N2CCN(c3ccc(OC)cc3)CC2)c1C`?
PP5 inh: 0.9; JMJD2C inh: -7; PP1 counter: 2; Fh CTSL1 inh: 0; TPT1 inh: 4; ZTA DNA inh: 4; EBNA-1 inhibitor: -10; HCV core dimer: 3; Yeast superoxide: 113

How did Cc1cc(C=C2C(=O)c3ccccc3C2=O)c(C)n1-c1cccc(C(=O)O)c1 do in these assays?
PP5 inh: 3.1; JMJD2C inh: -3; PP1 counter: 2; Fh CTSL1 inh: 4; TPT1 inh: 31*; ZTA DNA inh: 4; EBNA-1 inhibitor: 4; HCV core dimer: 6; Yeast superoxide: 108

Results for O=C1Cc2ccccc2C(=O)N1OCc1ccc(Cl)cc1 ?
PP5 inh: -0.3; JMJD2C inh: 0; PP1 counter: 5; Fh CTSL1 inh: 1; TPT1 inh: 2; ZTA DNA inh: 9; EBNA-1 inhibitor: 10; HCV core dimer: -1; Yeast superoxide: 112

What do the screens show for `Cc1ccc(NS(=O)(=O)c2ccc(N3C(=O)CCC3=O)cc2)cc1`?
PP5 inh: -1.1; JMJD2C inh: -1; PP1 counter: -1; Fh CTSL1 inh: 1; TPT1 inh: 0; ZTA DNA inh: 6; EBNA-1 inhibitor: 16; HCV core dimer: -4; Yeast superoxide: 113

What do the screens show for `CN(C)c1ccc(C2SCCN2C(=O)c2ccc([N+](=O)[O-])cc2)cc1` (stereo not drawn)?
PP5 inh: 2.6; JMJD2C inh: 4; PP1 counter: 0; Fh CTSL1 inh: 0; TPT1 inh: -1; ZTA DNA inh: 0; EBNA-1 inhibitor: 4; HCV core dimer: 2; Yeast superoxide: 105

How did CCOC(=O)c1c(C)[nH]c(C(=O)COC(=O)c2[nH]c(C)c(C(C)=O)c2C)c1C do in these assays?
PP5 inh: 2.6; JMJD2C inh: -21; PP1 counter: 1; Fh CTSL1 inh: -4; TPT1 inh: -5; ZTA DNA inh: -2; EBNA-1 inhibitor: 2; HCV core dimer: -2; Yeast superoxide: 95

What do the screens show for `O=C(c1cccs1)[C@@H]1[C@@H]2C(=O)N(Cc3ccc4c(c3)OCO4)C(=O)[C@@H]2C2c3ccccc3C=CN21` (stereo partly drawn)?
PP5 inh: 0.4; JMJD2C inh: -4; PP1 counter: 12; Fh CTSL1 inh: 14; TPT1 inh: -12; ZTA DNA inh: -2; EBNA-1 inhibitor: 11; HCV core dimer: 21; Yeast superoxide: 101

How did COc1cc(CC(=O)OCC(=O)Nc2ncc(Cl)cc2Cl)cc(OC)c1OC do in these assays?
PP5 inh: 0.3; JMJD2C inh: -17; PP1 counter: -3; Fh CTSL1 inh: -7; TPT1 inh: 1; ZTA DNA inh: 7; EBNA-1 inhibitor: 6; HCV core dimer: 37; Yeast superoxide: 104

Results for COC(=O)c1cc(OC)nc2ccc(Br)cc12 ?
PP5 inh: 2.2; JMJD2C inh: -3; PP1 counter: 2; Fh CTSL1 inh: 0; TPT1 inh: 4; ZTA DNA inh: -12; EBNA-1 inhibitor: -4; HCV core dimer: 20; Yeast superoxide: 114

Results for CC(=O)NCCc1nc2ccccc2[nH]1 ?
PP5 inh: 0.3; JMJD2C inh: 7; PP1 counter: -3; Fh CTSL1 inh: -5; TPT1 inh: -3; ZTA DNA inh: -4; EBNA-1 inhibitor: 4; HCV core dimer: 0; Yeast superoxide: 96

What do the screens show for `CCOC(=O)CSc1nc2sc(C)c(C)c2c(=O)[nH]1`?
PP5 inh: -0.2; JMJD2C inh: 37; PP1 counter: -4; Fh CTSL1 inh: -1; TPT1 inh: -2; ZTA DNA inh: 7; EBNA-1 inhibitor: 10; HCV core dimer: 2; Yeast superoxide: 93

What do the screens show for `CC(C)c1ccc(NC(=O)CSc2nc3ncccc3[nH]2)cc1`?
PP5 inh: 1.6; JMJD2C inh: -3; PP1 counter: -6; Fh CTSL1 inh: -3; TPT1 inh: -3; ZTA DNA inh: 1; EBNA-1 inhibitor: -1; HCV core dimer: 0; Yeast superoxide: 74

How did N#Cc1c(-c2ccco2)ccn(Cc2cccc(F)c2)c1=O do in these assays?
PP5 inh: -2.3; JMJD2C inh: -4; PP1 counter: -4; Fh CTSL1 inh: 8; TPT1 inh: 3; ZTA DNA inh: 6; EBNA-1 inhibitor: -4; HCV core dimer: 3; Yeast superoxide: 103

Results for Cn1c(=O)c2[nH]cnc2n(-c2ccccc2)c1=O ?
PP5 inh: -1.3; JMJD2C inh: -3; PP1 counter: 0; Fh CTSL1 inh: 0; TPT1 inh: -2; ZTA DNA inh: 7; EBNA-1 inhibitor: 1; HCV core dimer: 0; Yeast superoxide: 99

How did CN1C(=S)N(c2cccnc2)C(=O)/C1=C\c1ccc(C(C)(C)C)cc1 do in these assays?
PP5 inh: 2.7; JMJD2C inh: -12; PP1 counter: 4; Fh CTSL1 inh: -2; TPT1 inh: 0; ZTA DNA inh: -3; EBNA-1 inhibitor: -11; HCV core dimer: 3; Yeast superoxide: 115

How did O=C(CC1CCCC1)Nc1cccc(Br)c1 do in these assays?
PP5 inh: 0.5; JMJD2C inh: -1; PP1 counter: 1; Fh CTSL1 inh: 0; TPT1 inh: -2; ZTA DNA inh: -3; EBNA-1 inhibitor: 4; HCV core dimer: -6; Yeast superoxide: 97

What do the screens show for `Cc1ccccc1NC(=O)CN1C(=O)c2cccnc2Oc2ccc(Cl)cc21`?
PP5 inh: 1.0; JMJD2C inh: 1; PP1 counter: 5; Fh CTSL1 inh: -1; TPT1 inh: 5; ZTA DNA inh: 8; EBNA-1 inhibitor: -3; HCV core dimer: -2; Yeast superoxide: 110

What do the screens show for `CCN1CCN(CC(O)COCc2ccccc2)CC1` (stereo not drawn)?
PP5 inh: 0.2; JMJD2C inh: -3; PP1 counter: -1; Fh CTSL1 inh: -3; TPT1 inh: 5; ZTA DNA inh: 9; EBNA-1 inhibitor: -11; HCV core dimer: -2; Yeast superoxide: 103

Results for CCOC(=O)c1cnc2c(OC)cccc2c1NCc1cccnc1 ?
PP5 inh: 4.0; JMJD2C inh: -3; PP1 counter: -1; Fh CTSL1 inh: 1; TPT1 inh: -2; ZTA DNA inh: 0; EBNA-1 inhibitor: -10; HCV core dimer: -2; Yeast superoxide: 101

What do the screens show for `C=CCOc1ccccc1CN(C(=O)CCl)c1ccc2c(c1)OCO2`?
PP5 inh: 0.9; JMJD2C inh: -2; PP1 counter: 12; Fh CTSL1 inh: 1; TPT1 inh: 3; ZTA DNA inh: 20; EBNA-1 inhibitor: 14; HCV core dimer: 13; Yeast superoxide: 93

Results for CN(/N=C/c1cccs1)c1cc(=O)n(C)c(=O)[nH]1 ?
PP5 inh: 0.1; JMJD2C inh: 12; PP1 counter: -4; Fh CTSL1 inh: 7; TPT1 inh: 4; ZTA DNA inh: -4; EBNA-1 inhibitor: -12; HCV core dimer: 0; Yeast superoxide: 106

What do the screens show for `CCOC(=O)Cc1csc(NC(=O)c2cc3ccccc3o2)n1`?
PP5 inh: 1.1; JMJD2C inh: 1; PP1 counter: 1; Fh CTSL1 inh: 1; TPT1 inh: -3; ZTA DNA inh: -17; EBNA-1 inhibitor: 3; HCV core dimer: -3; Yeast superoxide: 91

How did CCN(CC)C(=O)Cn1cc(S(=O)(=O)CC(=O)Nc2ccc(F)cc2F)c2ccccc21 do in these assays?
PP5 inh: 2.9; JMJD2C inh: -7; PP1 counter: -1; Fh CTSL1 inh: 0; TPT1 inh: -1; ZTA DNA inh: 16; EBNA-1 inhibitor: -3; HCV core dimer: -7; Yeast superoxide: 104

How did Cc1csc(NC(=O)CSc2nc3ccccc3c(=O)[nH]2)n1 do in these assays?
PP5 inh: 0.3; JMJD2C inh: -1; PP1 counter: 2; Fh CTSL1 inh: -2; TPT1 inh: 0; ZTA DNA inh: -11; EBNA-1 inhibitor: 1; HCV core dimer: -6; Yeast superoxide: 100

What do the screens show for `O=C(NCCc1ccccc1)C(=O)NCC1CCNCC1`?
PP5 inh: -2.5; JMJD2C inh: -3; PP1 counter: -1; Fh CTSL1 inh: 7; TPT1 inh: 0; ZTA DNA inh: -7; EBNA-1 inhibitor: -11; HCV core dimer: 0; Yeast superoxide: 96

Results for O=C(O)c1cc(-c2cccc3ccccc23)nc2ccccc12 ?
PP5 inh: -2.4; JMJD2C inh: 26; PP1 counter: 1; Fh CTSL1 inh: 1; TPT1 inh: -3; ZTA DNA inh: 5; EBNA-1 inhibitor: -1; HCV core dimer: -2; Yeast superoxide: 117

How did Cc1cc2nc(C)n3c4ccccc4nc3n2n1 do in these assays?
PP5 inh: 1.7; JMJD2C inh: 7; PP1 counter: 0; Fh CTSL1 inh: -1; TPT1 inh: 0; ZTA DNA inh: -13; EBNA-1 inhibitor: -1; HCV core dimer: -4; Yeast superoxide: 100

How did COc1ccc(Cc2c3cc(OC)c(OC)cc3cc[n+]2C)cc1OC do in these assays?
PP5 inh: 1.8; JMJD2C inh: -8; PP1 counter: -4; Fh CTSL1 inh: 3; TPT1 inh: 0; ZTA DNA inh: 2; EBNA-1 inhibitor: 2; HCV core dimer: 1; Yeast superoxide: 90

Results for CCOC(=O)c1c(NC(C)=O)sc2c(OC)cccc12 ?
PP5 inh: 0.2; JMJD2C inh: 10; PP1 counter: 3; Fh CTSL1 inh: 2; TPT1 inh: -3; ZTA DNA inh: -8; EBNA-1 inhibitor: 14; HCV core dimer: 5; Yeast superoxide: 94

Results for Cc1cc(C(F)(F)F)n(-c2ccc(N)cc2)n1 ?
PP5 inh: 1.7; JMJD2C inh: 3; PP1 counter: -2; Fh CTSL1 inh: 3; TPT1 inh: 3; ZTA DNA inh: 10; EBNA-1 inhibitor: 4; HCV core dimer: 3; Yeast superoxide: 107

Results for CC(C)CN(CC(C)C)C(=O)c1cc(S(=O)(=O)N2CCCCC2)c[nH]1 ?
PP5 inh: 2.1; JMJD2C inh: -23; PP1 counter: 2; Fh CTSL1 inh: -3; TPT1 inh: -2; ZTA DNA inh: 9; EBNA-1 inhibitor: 12; HCV core dimer: 4; Yeast superoxide: 81

How did CCOc1ccc(OCC)c(S(=O)(=O)NC2CC(C)(C)NC(C)(C)C2)c1 do in these assays?
PP5 inh: 1.9; JMJD2C inh: 11; PP1 counter: -1; Fh CTSL1 inh: -2; TPT1 inh: 4; ZTA DNA inh: -11; EBNA-1 inhibitor: -6; HCV core dimer: -5; Yeast superoxide: 92

What do the screens show for `Cc1cc(=O)n2nc(N3CCCC(C(=O)NC4CCC(C)CC4)C3)sc2n1` (stereo not drawn)?
PP5 inh: 1.8; JMJD2C inh: -14; PP1 counter: -4; Fh CTSL1 inh: 0; TPT1 inh: 1; ZTA DNA inh: -5; EBNA-1 inhibitor: -16; HCV core dimer: 2; Yeast superoxide: 88

This is a random part of the collection. About 3.1% of those tested had a hit in this group.
